Wee1 degr inh: human Wee1 degradation inhibition, primary screen; 220,000 tested, 1.2% active; HeLa Luc-Wee1K328M stability, luciferase luminescence; 100% = proteasome inhibitor MG132 effect; reporter increase, % at 5 µM; AID 1321;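 active = activation above the mean of all tested compounds plus 3 SD, set per screening run, cut at about 8.8% in these data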;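 also: cells exposed to compound for 20 h before luminescence read; 0% = DMSO alone and 100% = MG132 at 30 µM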
PPC-1+TRAIL kill: compounds killing PPC-1 cancer cells with TRAIL present (potentiator screen, no TRAIL-free arm); 220,000 tested, 0.41% active; PPC-1 cells + TRAIL, ATPLite viability luminescence; cell killing (% activity), % at 4 µM;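 active = cell killing above 50% in the first pass at 4 µM, then a duplicate retest at 5 µM averaging 50% or more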;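 also: plate controls were cells with TRAIL plus DMSO for no effect and medium-only wells lacking cells for full effect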
TRPML3 agonist: human mucolipin-3 channel agonism | HEK293 TRPML3-YFP, Fluo-8 calcium fluorescence; 100% = the carbachol control signal | Q8TDD5 | 220,000 tested, 0.29% active | activation, % at 3 µM;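 active = activation above its plate's cutoff, the mean activation of the plate's test wells plus 3 SD, cut at about 12% in these data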;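 also: 0% = DMSO only wells and 100% = carbachol wells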
Target sequence (Q8TDD5 whole entry, looked up): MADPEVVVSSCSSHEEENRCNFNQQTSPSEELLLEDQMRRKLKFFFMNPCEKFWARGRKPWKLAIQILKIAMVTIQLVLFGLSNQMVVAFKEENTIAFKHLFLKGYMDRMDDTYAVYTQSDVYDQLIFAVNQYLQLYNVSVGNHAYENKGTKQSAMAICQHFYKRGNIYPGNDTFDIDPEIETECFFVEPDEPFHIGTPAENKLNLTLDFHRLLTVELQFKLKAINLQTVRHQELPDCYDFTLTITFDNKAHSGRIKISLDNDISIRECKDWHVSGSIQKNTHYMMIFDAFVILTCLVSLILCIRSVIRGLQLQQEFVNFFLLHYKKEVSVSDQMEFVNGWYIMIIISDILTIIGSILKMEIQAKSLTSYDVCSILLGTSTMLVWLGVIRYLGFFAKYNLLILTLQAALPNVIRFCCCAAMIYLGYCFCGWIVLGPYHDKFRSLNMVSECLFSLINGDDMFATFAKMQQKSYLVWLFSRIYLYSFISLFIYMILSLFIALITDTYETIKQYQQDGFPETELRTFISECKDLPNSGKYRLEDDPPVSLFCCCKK
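system = HEK293 cells stably carrying human TRPML3-YFP | doses = one concentration, 3 µM nominal, 0.3% DMSO | timing = dye loading 1 h 37 °C then 30 min ambient, 125 s read | detection = Fluo-8 calcium dye fluorescence, ex 470-495, em 515-575 nm | benchmarks = high control carbachol 87 µM, low control DMSO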
CHOP inh: CHOP inhibition in unfolded protein response | AID 2732 | 220,000 tested, 3.8% active | CHO-K1 CHOP-promoter luciferase, tunicamycin-induced, 15-18 h | inhibition, % at 10 µM;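 active = compounds that reduced the stress-induced luciferase reporter signal by more than about 70% of percent inhibition, limit read from the data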;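 also: 0% = tunicamycin plus vehicle and 100% = wells without tunicamycin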
Ba/F3 V617F tox: loss of viability in JAK2V617F-driven Ba/F3 cells; Ba/F3 EpoR-JAK2V617F viability, ATP luminescence; inhibition, % at 5.6 µM; AID 1446; 220,000 tested, 1.1% active;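 active = inhibition above the campaign mean plus 3 SD over all tested compounds, cut at about 24% in these data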;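 also: cytokine-independent growth of Ba/F3 cells driven by EpoR plus mutant JAK2; 0% = DMSO-treated cells and 100% = JAK inhibitor I control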
TNF death inh: blocks TNF-alpha induced death of Jurkat FADD-/- cells | 220,000 tested, 0.068% active | activation (protection from cell death), % at 10 µM | AID 463075 | Jurkat FADD-/- TNF necroptosis rescue, ATP luminescence, 24 h; 0 = TNF only, 100 = no-TNF cells;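 active = activation, meaning protection from cell death, of at least 50% relative to plate controls; inactive = activation below 50%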;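 also: necroptosis triggered by 40 ng/mL TNF-alpha added together with compound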
TRPN1 ag: activates the zebrafish TRPN1 channel; HEK293 zebrafish TRPN1-YFP, Fluo-8 calcium fluorescence; 100% = response to 87 µM carbachol; activation, % at 3 µM; 220,000 tested, 0.18% active;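 active = activation above its plate's cutoff, the mean activation of test wells on that plate plus 3 SD, cut at about 19% in these data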;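 also: 0% = DMSO alone and 100% = 87 µM carbachol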
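System: zebrafish TRPN1-YFP in HEK293 cells / Dosing: 3 µM single point / Timing: dye loading 1 h at 37 °C, then 30 min room temperature / Signal: Fluo-8 calcium fluorescence, excitation 470-495 nm, emission 515-575 nm / Read-out basis: percent activation from peak over basal fluorescence ratio, control-normalized / Control set: high carbachol 87 µM, low DMSO alone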
BaF3 parental: reduces parental Ba/F3 cell viability, JAK2V617F counter-screen; CellTiter-Glo ATP luminescence; inhibition, % at 5.6 µM; 220,000 tested, 1.1% active;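 active = inhibition above a per-campaign cutoff, the mean inhibition of all tested compounds plus 3 SD, cut at about 27% in these data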;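 also: 0% = DMSO wells and 100% = JAK Inhibitor I control wells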
RBBP9 inh: human RBBP9 hydrolase inhibition. O75884. recombinant RBBP9, FP-Rh probe fluorescence polarization. inhibition, % at 7.94 µM. 220,000 tested, 0.2% active;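 active = inhibition above the campaign mean of all tested compounds plus 3 SD, cut at about 14% in these data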;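 also: plate controls were DMSO wells with RBBP9 for no effect and wells lacking RBBP9 protein for full effect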
Target sequence (O75884 whole entry, looked up): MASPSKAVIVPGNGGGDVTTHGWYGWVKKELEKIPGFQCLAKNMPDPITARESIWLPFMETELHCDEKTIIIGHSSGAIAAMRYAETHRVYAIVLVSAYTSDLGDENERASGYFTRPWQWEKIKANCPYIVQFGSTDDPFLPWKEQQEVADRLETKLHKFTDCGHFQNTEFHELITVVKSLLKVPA
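Controls: DMSO-treated enzyme wells and wells lacking RBBP9 | Material: RBBP9 protein | Technique: Fluorescence polarization | Replication: Single well per compound, no replicates | Buffer or medium: Tris-NaCl-Pluronic buffer, pH 8.0 | Timing: 30 min compound preincubation, 45 min probe labeling, 25 °C | Read-out basis: Percent inhibition from mP, scaled between DMSO and no-protein wells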
The depositor's hits bear a star; / = not tested or not shown; [ ] = remark or other dose.

SMILES	Wee1 degr inh	PPC-1+TRAIL kill	TRPML3 agonist	CHOP inh	Ba/F3 V617F tox	TNF death inh	TRPN1 ag	BaF3 parental	RBBP9 inh
O=C1C(C=NCC2CCCO2)=C(O)c2ccccc21 (centres undefined)	7	30	0.2	-43	3	0.8	-0.1	4	-11
Nc1ccc(C(=O)OCC(=O)N2CCOCC2)cc1[N+](=O)[O-]	7	6	0.7	-1	3	0.9	-1.1	5	-8
CCn1cc(C(=O)N2CCN(Cc3ccc4c(c3)OCO4)CC2)c(=O)c2ccc(C)nc21	-3	16	-0.3	28	-2	-2.8	-2.0	5	-2
COc1cc(CN2CCN(C(=O)c3ccc(-c4ccccc4)cc3)CC2)cc(OC)c1OC	-1	/	0.0	45	-1	-1.3	-1.3	5	-4
CC(C)NC(=O)COC(=O)c1ccc(Cl)c(S(N)(=O)=O)c1	-3	11	1.0	-7	4	2.0	2.5	6	-1
NS(=O)(=O)c1ccc(NC(=S)N2CCN(c3ccccc3Cl)CC2)cc1	2	12	0.3	24	4	1.5	-0.2	4	-2
CN(CC(=O)N1CC=C(c2ccccc2)CC1)S(=O)(=O)c1ccc2c(c1)c(=O)n(C)c(=O)n2C	1	18	-0.1	-5	0	-4.7	-0.3	7	-2
Cc1ccc(S(=O)(=O)N2CCc3ccccc3C2CC(=O)O)cc1 (centres undefined)	-2	3	0.3	-14	5	-0.3	1.1	2	0
O=C(N=C1N=C2C=CC(Br)=CN2Cc2ccccc21)c1ccc([N+](=O)[O-])cc1[N+](=O)[O-]	11*	-15	0.3	23	-2	-3.9	-1.0	2	-3
CC(=O)Nc1ccc(S(=O)(=O)Nc2nccc(C3Cc4ccccc4C(=O)O3)n2)cc1 (centres undefined)	0	-6	0.4	3	-6	0.0	0.4	2	-6
CCOC(=O)CSc1snnc1C	0	/	0.4	/	-1	-1.1	1.0	1	2
Cc1ccnc(NC(=S)NC(=O)c2cccs2)c1	8	61*	-0.3	-4	-3	-0.4	0.1	0	-9
CSc1cccc(NC(=S)NCCCN2CCN(c3ccc(F)cc3)CC2)c1	-1	2	3.1	7	5	-3.5	3.4	10	-8
COc1cc(SC)ccc1C(=O)Nc1cc(C)ccn1	2	54*[5 µM]	1.1	37	4	0.0	-0.3	5	-10
CC1(C)CC(=O)/C(=C(/O)Cc2ccccc2)C(=NCCc2ccccc2)C1	-4	14	-1.1	15	0	2.7	-2.2	4	-1
Cc1cc(Cl)ccc1NC(=S)N1CCOCC1	1	23	1.2	12	-3	-1.7	0.8	6	-6
CCCCNC(=O)c1sc2ncnc(N3CCc4ccccc4C3)c2c1C	-1	-18	-1.2	16	0	2.3	-2.8	7	-3
COc1ccc(C2(C(=O)Nc3ccc(C(=O)O)cc3)CCOCC2)cc1	-2	4	0.6	-31	0	-1.9	1.4	5	-3
CCCC(NC(=S)NCC1CCCO1)C12CC3CC(CC(C3)C1)C2 (centres undefined)	-3	-20	0.9	83*	3	-6.5	0.4	8	-2
C/C=C/C(=O)OCC(=O)Nc1nc2ccc(C)cc2s1	-2	21	1.0	21	-2	3.0	0.4	2	1
CCOc1ccc(C2/C(=C(\O)c3ccc(OC)c(OC)c3)C(=O)C(=O)N2c2cc(C)on2)cc1OC (centres undefined)	-2	-28	1.1	3	2	1.6	-0.4	3	-3
CCOc1c2ccc(C(=O)NCc3ccc4c(c3)OCO4)cc2nn1CCOC	-2	31	0.7	14	-3	-1.5	0.2	1	-5
COc1cccc(NC(=O)c2ccc(S(=O)(=O)N3CCCCC3)cc2)c1	1	15	0.6	8	-2	5.4	1.5	4	-5
CCc1ccc(C2NC(=S)NC3=C2C(=O)CC(C)(C)C3)cc1 (centres undefined)	2	-12	-0.1	6	1	20	0.8	8	-1
CC1(C)Cc2cccc(C(=O)Nc3ccc(F)cc3F)c2O1	-2	25	-0.5	15	0	2.8	0.3	1	-13
Cc1cnc(C(=O)OCC(=O)N2CCc3ccccc32)cn1	1	-10	0.8	-4	0	0.8	-0.5	6	7
CC1=C(C(=O)OCC2CCCO2)C(c2ccc(Cl)c(Cl)c2)NC(=O)N1 (centres undefined)	-4	4	0.3	18	-2	0.9	-1.5	3	-8
O=c1c2c(n3cnnc3n1C1CCCCC1)-c1ccccc1CC21CCCCC1	-2	6	0.7	8	-5	-1.7	0.8	1	9
CCOC(=O)c1sc(NC(=O)CCN2CCN(CC)CC2)c(C(=O)OCC)c1C	-2	-9	0.8	-13	-1	-0.8	0.5	3	0
COc1ccc(C(=O)/C=C/Nc2ccc(S(=O)(=O)Nc3cccc(C(C)=O)c3)cc2)cc1	-2	5	0.8	79*	31*	0.5	0.0	14	-3

Full records as entered above. Order of values: Wee1 degr inh | PPC-1+TRAIL kill | TRPML3 agonist | CHOP inh | Ba/F3 V617F tox | TNF death inh | TRPN1 ag | BaF3 parental | RBBP9 inh
`CCCCNC(=O)c1sc2ncnc(N3CCc4ccccc4C3)c2c1C` across the screens: -1 | -18 | -1.2 | 16 | 0 | 2.3 | -2.8 | 7 | -3
`Cc1cnc(C(=O)OCC(=O)N2CCc3ccccc32)cn1` across the screens: 1 | -10 | 0.8 | -4 | 0 | 0.8 | -0.5 | 6 | 7
`COc1cccc(NC(=O)c2ccc(S(=O)(=O)N3CCCCC3)cc2)c1` across the screens: 1 | 15 | 0.6 | 8 | -2 | 5.4 | 1.5 | 4 | -5
`C/C=C/C(=O)OCC(=O)Nc1nc2ccc(C)cc2s1` across the screens: -2 | 21 | 1.0 | 21 | -2 | 3.0 | 0.4 | 2 | 1
`CCc1ccc(C2NC(=S)NC3=C2C(=O)CC(C)(C)C3)cc1` (centres undefined) across the screens: 2 | -12 | -0.1 | 6 | 1 | 20 | 0.8 | 8 | -1

(cont.)
SMILES	Wee1 degr inh	PPC-1+TRAIL kill	TRPML3 agonist	CHOP inh	Ba/F3 V617F tox	TNF death inh	TRPN1 ag	BaF3 parental	RBBP9 inh
COc1ccc(CCNC(=O)/C=C/c2ccc(OC)c(S(=O)(=O)N3CCOCC3)c2)cc1	2	-24	0.5	-8	-1	-3.3	2.3	-4	0
O=C(Nc1ccccc1-c1ccccc1)C1CCCCC1	2	20	-0.1	-6	2	-0.6	-1.4	6	-4
CCOc1ccc(C(=O)Nc2cc(C)on2)cc1OCC	1	17	0.6	14	-2	-0.4	1.8	3	6
CCCCSc1nc2c(c(C(F)(F)F)c1C#N)CCC2	5	-6	0.0	30	-2	-2.8	-0.3	4	-8
Cc1cccc(N2CCN(C(=O)Cc3cn(C)c4ccccc34)CC2)c1C	0	19	-0.4	82*	0	-5.8	-1.3	6	1
O=C1c2ccc3c4c(ccc(c24)C(=O)N1NC(=O)C(F)(F)F)CC3	-1	4	0.3	37	1	-0.7	-0.9	5	-14
O=C(O)CCCc1c(-[n+]2ccccc2)[nH]c2ccccc12	5	11	0.2	-3	2	-0.7	-0.2	8	-6
C=CCc1ccc(OCCOCCOc2ccc(C)cc2[N+](=O)[O-])c(OC)c1	2	30	0.0	19	2	-4.6	-0.7	11	-9
COc1cc(CC(=O)OCC(=O)Nc2ccc3c(c2)OCCO3)cc(OC)c1OC	-4	25	0.9	39	-5	2.0	-0.9	2	-7
CCN(CC)C(=O)CN1C(=O)c2cccc3cccc(c23)C1=O	2	19	0.9	16	3	-0.2	-0.1	9	7
CSCc1cc(N(C)C)nc(SCc2ccc(Cl)c(Cl)c2)n1	-1	27	0.6	43	42*	-2.0	-0.1	1	-12
COC(=O)C(C)Sc1nc2c(c(=O)n(C)c(=O)n2C)n1Cc1cccc(C)c1 (centres undefined)	-1	4	-0.4	12	-4	0.6	-0.3	4	-7
O=C(Oc1ccc2c(c1)OCO2)C12CC3CC(CC(C3)C1)C2	3	-15	0.8	52	-1	0.8	0.4	0	2
Cc1ccc(C)c(C(=O)COC(=O)c2ccc(Br)o2)c1	0	10	0.0	27	-5	-1.3	-1.3	0	-6
CCCCN1C(=O)C(O)(CC(=O)c2ccco2)c2cc(Br)ccc21 (centres undefined)	6	2	0.0	23	-4	-4.6	-0.2	0	-5

Some values from the entries so far.
`CCOc1ccc(C(=O)Nc2cc(C)on2)cc1OCC` in Wee1 degr inh: 1
`CC1(C)Cc2cccc(C(=O)Nc3ccc(F)cc3F)c2O1` in TRPML3 agonist: -0.5

Next part:
SMILES	Wee1 degr inh	PPC-1+TRAIL kill	TRPML3 agonist	CHOP inh	Ba/F3 V617F tox	TNF death inh	TRPN1 ag	BaF3 parental	RBBP9 inh
Cc1cc(/C=N/n2cnnc2)c(C)n1-c1cc(Cl)ccc1Cl	0	11	-0.7	39	1	-12	-2.5	3	3
Cc1cccn2c(=O)c(C=O)c(N3CC(C)OC(C)C3)nc12 (centres undefined)	-4	3	1.0	15	-5	-0.2	1.9	6	-9
CSc1nc(Cl)cc(Nc2ccccc2N)n1	0	8	-0.1	20	-5	-0.1	-2.2	-2	-3
C=C(C)CN=C1NN=C(c2cc(C)n(-c3ccc(C)cc3)c2C)CS1	-1	15	-0.6	74*	5	-5.6	-0.4	7	-7
CC(Oc1ccc(Cl)cc1)C(=O)NNC(=S)NC(=O)c1ccco1 (centres undefined)	-1	16	1.3	16	-4	-0.7	19	4	1
Cc1ccc(-c2csc(N/N=C/c3ccco3)n2)c(C)c1	9.6*	-8	0.9	27	1	-1.0	0.9	4	-10
CCOC(=O)C1CCN(S(=O)(=O)C(F)(F)c2nc3ccccc3s2)CC1	-1	15	4.5	13	-3	-0.8	0.9	7	-1
COC(=O)C1CCN(C(=O)c2ccc(Cl)c(S(=O)(=O)NCc3cccnc3)c2)CC1	2	-1	0.2	21	-5	2.2	3.5	3	-4
COc1ccc2oc(=O)c(N3C(=O)c4ccccc4C3=O)cc2c1	-1	12	0.1	23	-4	1.0	-0.5	1	-4
O=[N+]([O-])c1ccccc1S(=O)(=O)N1CCN(CC2CC3C=CC2C3)CC1 (centres undefined)	0	11	5.6	56	6	0.6	2.8	2	4
CC(=O)Nc1cc([N+](=O)[O-])ccc1N1CCOCC1	2	-4	-0.4	-1	-5	0.9	0.9	1	1
Nc1nnc(/C=C/c2ccccc2)s1	2	20	0.6	-14	1	-1.6	1.4	10	0
CCN(CCO)c1ncnc2c1sc1nc(CC(C)C)c3c(c12)CC(C)(C)OC3	2	-1	0.4	106*	-5	-11	0.1	1	-2
O=C(Nc1nnc(SCc2cccc(F)c2)s1)c1ccco1	-1	15	1.1	9	2	-0.5	2.7	4	-11
O=c1[nH]c(CN2CCOCC2)nc2scc(-c3ccccc3)c12	-2	14	0.6	-7	-1	-1.7	0.1	4	-10
